RTF Ca sens act = cardiac RTF calcium sensitivity activators, primary screen, biochemical, IANBD-TnC fluorescence, EC20 calcium. Troponin I, cardiac muscle (Homo sapiens) + Troponin T, cardiac muscle (Homo sapiens) + …. IANBD-labeled TnC RTF fluorescence at EC20 calcium; 0% EC20 calcium, 100% full calcium. activation, % at 7.2 µM. hit rate 0.24% among 340,000. AID 493008, 2010;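 active = activation above the mean over all tested compounds plus 3 SD, cut at about 30% in these data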;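 also: rise in fluorescence read as greater calcium sensitivity of cardiac thin filaments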
LANA DNA inh = inhibitors of KSHV C-LANA binding to DNA, primary screen, biochemical, fluorescence polarization, FAM-LBS DNA, MBP-C-LANA, single point; inhibition, % at 9 µM; hit rate 0.078% among 340,000;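 active = highest replicate inhibition at or above 60% at 9 µM, even if other replicates fall short; inactive = all replicates below 60% inhibition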;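 also: 0% = neutral control wells and 100% = 4 µM acridine orange control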
Cardiac RTF inh = cardiac RTF calcium sensitivity inhibitors, primary screen, biochemical, IANBD-TnC fluorescence, EC70 calcium | Troponin I, cardiac muscle (Homo sapiens) + Troponin T, cardiac muscle (Homo sapiens) + … | IANBD-labeled cardiac RTF, Ca2+ fluorescence | inhibition, % at 7.15 µM | hit rate 0.12% among 340,000 | AID 493244, 2011;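 active = inhibition above the mean inhibition of all tested compounds plus 3 SD, cut at about 17% in these data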;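 also: assay run at fixed EC70 calcium of 1.6 mM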
CAL PDZ FP-1 = CAL PDZ peptide-binding inhibitors, primary screen, biochemical, fluorescence polarization, Cer-tagged CAL PDZ, HTS; Golgi-associated PDZ and coiled-coil motif-containing protein (Homo sapiens), Q9HD26; purified CAL PDZ, TMR-peptide fluorescence polarization, 1 h; inhibition, % at 20 µM; hit rate 0.02% among 330,000; AID 504414, 2011;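 active = highest replicate inhibition of at least 40%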;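 also: plate controls were DMSO neutral control wells for no effect and unlabeled competitor peptide control wells for full effect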
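Read-out basis: mP drop reported as inhibition | Assay system: Tagged CAL PDZ protein CerCALP, purified | Benchmarks: Unlabelled peptide for full inhibition, DMSO wells as neutral | Schedule: 1 h incubation at room temperature before polarization reading | Buffer or medium: Sodium phosphate/NaCl buffer pH 7.4 with TCEP, IgG, Thesit | Doses: Single point, 20 µM | Measured by: Fluorescence polarization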
SR-BI uptake up = activators of SR-BI mediated DiI-HDL uptake, primary screen, ldlA[mSR-BI] CHO cells, DiI fluorescence. 3 h; 100 = double the neutral-control signal. activation, % at 12.5 µM. hit rate 0.096% among 320,000. AID 504775, 2011;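 active = mean replicate activation of at least 60% and every replicate at or above 60%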;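 also: 0% = median plate neutral-control signal and 100% = twice that signal; values of inactives mirror those of a sister screen read the other way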
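Assay system: LDL receptor-deficient CHO ldlA cells overexpressing murine SR-BI / Medium: BSA-supplemented, HEPES-buffered Ham's F12, pH 7.4 / Probe or stimulus: DiI-labelled HDL at 10 µg/mL final / Timing: compound with DiI-HDL co-incubation, 3 h at 37 °C / Technique: bottom-read cell fluorescence after medium removal, ex 550/em 595 nm / Measure: HDL uptake via cellular fluorescence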
Rtt109 Vps75 = inhibitors of C. albicans Rtt109/Vps75 HAT, primary screen, biochemical, ThioGlo CoA-SH fluorescence, plate reader; purified Rtt109/Vps75, 4 h; inhibition, % at 34.9 µM; Histone acetyltransferase RTT109 (Candida albicans (strain SC5314 / ATCC MYA-2876)), …; hit rate 0.16% among 330,000;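 active = inhibition of at least 50% in every replicate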
DAGLB inhibitor = DAGLB lipase inhibitors, primary screen, biochemical, fluorescence, HTS. hit rate 0.059% among 340,000. HEK293T DAGLB membrane lysate, EnzChek fluorogenic substrate. Diacylglycerol lipase-beta (Homo sapiens), Q8NCG7. inhibition, % at 5.17 µM; in the data active = inhibition above about 34%;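 also: 0% = enzyme with vehicle and 100% = wells lacking enzyme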
CAL PDZ FP-2 = untagged CAL PDZ binding inhibitors, primary screen, biochemical, fluorescence polarization, HTS; hit rate 0.92% among 300,000; Golgi-associated PDZ and coiled-coil motif-containing protein (Homo sapiens), Q9HD26; AID 602252, 2012; purified CAL PDZ, TMR-peptide fluorescence polarization, 1 h; inhibition, % at 24.9 µM;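 active = mean inhibition of at least 30% with at least half of replicates also reaching 30%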;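 also: 0% = DMSO neutral control and 100% = excess unlabeled competitor peptide PRC23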
PKA-R2B act = activators of PKA-R2B holoenzyme, primary screen, biochemical, fluorescence polarization, Cy5-IP20, human | AID 504700, 2011 | hit rate 0.079% among 340,000 | activation, % at 11.4 µM | PKA-R2B holoenzyme dissociation; R2B truncated from residue 108, S112A mutant; 0% DMSO only, 100% 113 µM cGMP;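 active = activation above a cutoff set at the mean over all compounds plus 3 SD, cut at about 18% in these data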;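 also: higher means more holoenzyme dissociation and a rise in polarization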
Target sequence (P31323 whole entry, looked up, other chains not shown, the tested form may be a part): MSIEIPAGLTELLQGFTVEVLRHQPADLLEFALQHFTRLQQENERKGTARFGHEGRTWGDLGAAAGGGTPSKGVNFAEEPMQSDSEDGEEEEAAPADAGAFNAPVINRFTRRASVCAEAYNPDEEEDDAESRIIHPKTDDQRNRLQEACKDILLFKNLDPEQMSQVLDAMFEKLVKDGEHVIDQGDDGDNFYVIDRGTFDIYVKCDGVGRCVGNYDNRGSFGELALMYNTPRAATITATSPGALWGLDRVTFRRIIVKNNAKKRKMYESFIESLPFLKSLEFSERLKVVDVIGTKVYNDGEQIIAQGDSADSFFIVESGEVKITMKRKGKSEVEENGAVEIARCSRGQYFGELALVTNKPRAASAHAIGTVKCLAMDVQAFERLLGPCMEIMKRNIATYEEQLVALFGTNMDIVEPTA
Keap1 Nrf2 FP = Keap1-Nrf2 protein-protein interaction inhibitors, primary screen, biochemical, fluorescence polarization, single point. Kelch-like ECH-associated protein 1 (Homo sapiens), Q14145. Keap1 Kelch-Nrf2 peptide fluorescence polarization, 1536-well. inhibition, % at 9.4 µM. hit rate 0.15% among 340,000; in the data active = inhibition above about 12%;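 also: human Keap1 Kelch domain with fluorescein labeled Nrf2 9mer peptide probe; 0% = neutral control wells and 100% = peptide positive control; higher means more block of Keap1 binding to Nrf2 peptide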
Target sequence (Q14145 whole entry, looked up, the tested form may be a part): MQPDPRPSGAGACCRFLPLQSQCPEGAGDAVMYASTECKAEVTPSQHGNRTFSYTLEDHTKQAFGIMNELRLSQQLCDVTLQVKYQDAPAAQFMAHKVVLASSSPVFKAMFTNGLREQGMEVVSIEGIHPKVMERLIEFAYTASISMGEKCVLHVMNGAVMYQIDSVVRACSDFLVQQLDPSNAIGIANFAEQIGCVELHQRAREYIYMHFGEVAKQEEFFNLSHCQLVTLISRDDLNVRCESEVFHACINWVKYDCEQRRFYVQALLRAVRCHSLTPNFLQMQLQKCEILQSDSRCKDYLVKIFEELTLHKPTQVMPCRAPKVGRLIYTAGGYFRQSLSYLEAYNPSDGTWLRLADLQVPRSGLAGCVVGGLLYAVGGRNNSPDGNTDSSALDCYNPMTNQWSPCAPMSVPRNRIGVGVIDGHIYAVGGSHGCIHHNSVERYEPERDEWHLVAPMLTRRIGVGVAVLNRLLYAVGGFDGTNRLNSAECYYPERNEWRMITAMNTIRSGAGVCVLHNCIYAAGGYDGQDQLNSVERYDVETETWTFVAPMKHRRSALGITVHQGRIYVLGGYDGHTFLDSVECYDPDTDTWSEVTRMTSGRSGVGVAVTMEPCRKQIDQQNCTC
* hit, by the source's call; / = not tested or not shown.

SMILES | RTF Ca sens act | LANA DNA inh | Cardiac RTF inh | CAL PDZ FP-1 | SR-BI uptake up | Rtt109 Vps75 | DAGLB inhibitor | CAL PDZ FP-2 | PKA-R2B act | Keap1 Nrf2 FP
COCCNC(=O)CCn1nc(-c2ccc(C)cc2)c2ccccc2c1=O | -8.0 | -2.4 | 1.6 | -0.9 | -0.6 | -16.5 | -2.1 | -4.6 | -2.9 | -1.0
CCC(C)[C@H](NC(=O)NCc1ccccc1)C(=O)O (stereo partly drawn) | -2.2 | -0.5 | -10.9 | -1.2 | 10.2 | 1.1 | -0.2 | / | -3.9 | 0.9
O=C(CSc1ccccc1C(=O)O)NC12CC3CC(CC(C3)C1)C2 | 6.7 | 0.1 | -4.9 | -0.3 | 8.9 | -3.6 | 2.4 | -6.0 | 6.6 | 0.0
COC1=C/C(=C/c2c(N)n3nc(CC(=O)N4CCCCC4)sc3nc2=O)C=CC1=O | 9.6 | 0.2 | -7.7 | -2.4 | 30.9 | -0.8 | 1.1 | -4.0 | -2.7 | -6.7
O=C1CCCc2nc(N3CCc4ccccc43)ncc21 | -5.1 | -1.3 | -11.2 | -1.7 | -15.0 | 8.2 | -2.5 | / | 9.0 | -6.0
COc1ccc(-c2oc3ccccc3c2C#Cc2cncn2C)cc1 | 6.3 | 0.9 | 5.0 | -0.8 | -78.9 | -9.1 | -6.2 | -1.8 | -10.1 | -2.0
CCOC(=O)c1[nH]c2ccc(OC)cc2c1NC(=S)N1CCN(C(=O)OCC)CC1 | 0.8 | -1.1 | 0.3 | -1.1 | / | 16.1 | -1.4 | -0.1 | -6.0 | -2.8
COc1ccc(-n2c(-c3ccc(Br)cc3)c[n+]3c2CCc2ccccc2-3)cc1 | -8.3 | -0.4 | -6.9 | -4.1 | -6.6 | 0.6 | 3.0 | -7.5 | 2.7 | -0.3
COc1ccc(O)c(C(=O)c2cnn(C(=O)c3cccc(N(C)C)c3)c2)c1 | -4.5 | -0.1 | 1.0 | -0.5 | -10.2 | -13.0 | 5.4 | -4.6 | -4.3 | -1.7
CC1CC(C)CN(C(=O)COC(=O)Cc2ccc(Br)cc2)C1 (stereo not drawn) | -7.9 | -2.2 | -1.3 | -2.1 | 1.8 | 7.6 | -5.0 | -12.3 | -3.9 | -1.1
CCn1c(=O)n(CC(=O)N2CC(C)CC(C)C2)c(=O)c2ccccc21 (stereo not drawn) | 1.5 | 1.7 | -5.5 | -0.8 | -14.7 | 2.9 | -3.0 | 2.1 | 2.3 | -1.5
COc1ccc2sc(N(CCN(C)C)C(=O)c3cc(Cl)sc3Cl)nc2c1 | -2.8 | 0.0 | 4.8 | 0.0 | -22.7 | 8.1 | -1.2 | -0.3 | 0.3 | -1.8
O=C1C(Cc2ccccc2)Nc2ncnc(N3CCN(c4ccccc4)CC3)c2N1Cc1ccc(Br)cc1 (stereo not drawn) | -3.2 | 1.5 | -2.0 | -0.7 | 10.5 | 1.1 | -6.0 | -3.0 | -8.4 | -7.9
CCN(C(=O)Cn1nc(C)n2c(cc3cc(C)ccc32)c1=O)c1ccccc1 | -5.2 | -1.0 | -5.9 | -1.9 | / | 4.3 | -0.1 | / | -2.1 | -0.7
COC(=O)c1ccc2nc(NC(=O)CSCC(=O)OCC(=O)c3ccccc3)sc2c1 | 0.5 | -0.6 | -17.5 | -3.1 | 17.7 | 0.9 | -1.9 | 1.2 | -5.3 | -6.8
CCOC(=O)c1sc(=NC(=O)c2ccc(F)cc2)n(C)c1C | 0.5 | -0.1 | -6.2 | 0.3 | 3.5 | 12.2 | -0.7 | / | -5.0 | 0.8
O=C(CN1C(=O)NC2(CCCCC2)C1=O)NCCc1ccccc1 | -1.6 | 0.3 | -7.8 | -1.9 | 8.0 | 6.7 | -0.5 | -2.7 | -5.8 | 0.4
Cc1cc(=O)oc2cc(OCC(=O)OCC(=O)NCc3ccc4c(c3)OCO4)ccc12 | -3.6 | 3.9 | -5.6 | -2.0 | 1.4 | 2.1 | 0.1 | 8.2 | 2.4 | -1.0
COc1cc(NC(=O)Nc2cccc(Cl)c2)c(C(=O)O)cc1OC | -1.7 | -0.9 | -12.2 | -3.5 | / | 2.8 | 0.7 | -0.7 | 1.6 | 1.3
CN=C(N)NCCC[C@H](N)C(=O)O | -4.4 | 0.2 | -17.7 | -1.1 | 12.3 | -3.8 | 2.5 | -1.5 | 5.9 | 6.8
COc1ccc(N=C2S/C(=C\c3cccs3)C(=O)N2CC(C)C)cc1 | 2.1 | -1.4 | -34.1 | -0.2 | -0.7 | -1.9 | -2.1 | -2.7 | 0.4 | 1.8
Cc1ccc(NC(=O)CSc2nnnn2C)cc1S(=O)(=O)N(C)C | 1.0 | -1.4 | -0.7 | 0.1 | 17.0 | -0.1 | 0.1 | -5.6 | 2.6 | 0.0
COc1ccccc1CN1CCNC(=O)C1CC(=O)NCc1csc(C)n1 (stereo not drawn) | -4.0 | 1.8 | 1.6 | -1.6 | 28.4 | 5.9 | 1.6 | -2.0 | -2.5 | -2.4
Cc1ccc2nc(SCc3nnc(-c4ccccc4[N+](=O)[O-])o3)c(C#N)cc2c1 | 2.0 | 0.4 | -7.9 | 1.0 | 1.8 | -15.8 | -1.2 | -9.9 | -2.1 | 0.2
Cc1ccc(S(=O)(=O)N2CCN(C(C)C(=O)NCC(C)c3ccccc3)CC2)cc1 (stereo not drawn) | -2.0 | -0.6 | -4.2 | -0.5 | 23.5 | 0.1 | 2.1 | / | -10.5 | -4.7
O=C(NC1CCCC1)c1n[nH]c2ccccc12 | -3.6 | -0.3 | -2.9 | -1.1 | 17.7 | 1.8 | -2.0 | / | 4.3 | -1.4
Cc1ccccc1NC(=O)c1csc2c1CCCC2 | 0.0 | -0.3 | -12.5 | -1.5 | -14.3 | -11.4 | -2.2 | / | -7.5 | -2.4
c1ccc(-c2nc3cc4ccccc4cc3[nH]2)nc1 | -1.8 | 0.9 | 5.2 | -3.1 | -2.4 | -0.6 | -0.7 | -5.8 | 8.9 | -1.5
O=C(Nc1ccc2nc3n(c(=O)c2c1)CCCC3)c1ccccc1[N+](=O)[O-] | -5.1 | 0.1 | -8.1 | -1.0 | -11.3 | -1.8 | -3.6 | -6.9 | -9.7 | 1.5
COc1ccccc1NC(=O)CCN1C(=O)C2CC=C(Cl)CC2C1=O (stereo not drawn) | 0.6 | 2.4 | 0.5 | 0.5 | 8.4 | -5.3 | 0.2 | -7.4 | -5.3 | 1.6
O=C(CSc1ccc([N+](=O)[O-])cc1)c1ccccc1 | 2.0 | 0.6 | 3.4 | -0.6 | -1.4 | 13.7 | -2.2 | -2.9 | -1.6 | 4.2
COc1ccc(OC)c(/C(C)=N/Nc2ccc(C(=O)O)cc2)c1 | 2.8 | -0.8 | -16.9 | -1.9 | 32.5 | / | 2.0 | -14.2 | -1.2 | -1.3
CC(C)(C)c1ccc(C(=O)CC(=O)c2cc(Cl)ccc2O)cc1 | -8.6 | 0.8 | -1.0 | -0.7 | -54.1 | 1.8 | -16.8 | -3.8 | -12.6 | -1.8
COc1ccc(CNC(=S)Nc2cccc(C)c2C)cc1 | -4.1 | -1.2 | -0.7 | -0.4 | 11.4 | -0.9 | 1.0 | 5.8 | 2.7 | 0.0
O=C(C1CCN(S(=O)(=O)N2CCOCC2)CC1)N1CCN(c2ccc(F)cc2)CC1 | 3.9 | -2.2 | 6.0 | -0.4 | -7.6 | 11.0 | -2.5 | / | -9.6 | -1.5
Cc1cccc(OCCCC(=O)NCc2ccco2)c1 | -5.0 | -1.0 | -0.5 | -0.1 | 33.9 | 10.5 | -1.1 | -2.1 | -8.4 | -3.6
COc1cc(/C=C(\C#N)c2nc3ccccc3[nH]2)ccc1OC(=O)c1ccco1 | 5.8 | 0.8 | -3.1 | -5.2 | -25.9 | 3.2 | 1.2 | -2.9 | 6.5 | 2.9
C/C=C/C(=O)Nc1cccc(C(F)(F)F)c1 | 10.5 | -0.3 | -8.8 | -3.1 | 13.6 | -5.0 | -0.1 | -1.0 | -2.3 | -3.4
CCOc1ccc(-c2nc(CSc3nnc(C)s3)cs2)cc1OC | -6.7 | 0.2 | 3.6 | -2.7 | -24.2 | 8.1 | -6.8 | 1.4 | -1.6 | 1.4
O=C(CN(Cc1ccccc1)C(=O)CCl)c1cccc(Br)c1 | 1.4 | -2.4 | 11.8 | 0.4 | 33.5 | 2.7 | 6.0 | 0.5 | -3.8 | 0.3
COc1ccc(OCCCC(=O)Nc2ccc(N3CCOCC3)cc2)cc1 | -2.5 | -0.8 | 10.6 | -1.6 | 10.1 | 9.7 | -1.6 | 3.4 | -2.7 | 1.4
CN(Cc1ccc(OC(F)F)cc1)Cc1nc2c(Br)cc(Br)cc2c(=O)[nH]1 | -4.3 | 1.7 | -12.0 | 0.8 | 12.2 | -3.8 | -3.3 | 1.7 | 11.5 | -2.8
O=C(NCc1ccccc1C(F)(F)F)C1CC(c2ccc(C(F)(F)F)cc2)=NO1 (stereo not drawn) | -3.8 | -2.1 | 1.5 | -0.4 | 24.0 | -0.9 | -9.4 | -3.3 | -5.8 | 1.3
CCOC(=O)CCC(=O)N(CCN(C(=O)CCC(=O)OCC)c1ccccc1)c1ccccc1 | 3.6 | 4.1 | 10.1 | 0.2 | 15.3 | -7.0 | -1.5 | 4.1 | -14.9 | 3.6
